# Screening data as filed in PubChem BioAssay.
# SENP7 block – inhibitors of human SENP7 protease; Q9BQF6; inhibition, % at 5 µM; AID 434973; recombinant SENP7, Z-RLRGG-aminoluciferin luminescence, 40 min; 330,000 tested, 1.5% active;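 active = inhibition above about 50% at the single test dose, limit read from the data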;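 note: plate controls were DMSO with enzyme for no effect and no enzyme buffer wells for full effect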
# Apaf1 inhib – inhibitors of human Apaf-1 apoptosome | AID 489030 | O14727 | inhibition, % at 20 µM | 330,000 tested, 0.71% active | reconstituted apoptosome caspase-3 activity, DEVD-Rh110 fluorescence; active = inhibition of at least 40% at 20 µM;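 note: plate controls were DMSO wells for no effect and DEVD-CHO caspase inhibitor wells for full effect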
# Target sequence (O14727 whole entry, looked up): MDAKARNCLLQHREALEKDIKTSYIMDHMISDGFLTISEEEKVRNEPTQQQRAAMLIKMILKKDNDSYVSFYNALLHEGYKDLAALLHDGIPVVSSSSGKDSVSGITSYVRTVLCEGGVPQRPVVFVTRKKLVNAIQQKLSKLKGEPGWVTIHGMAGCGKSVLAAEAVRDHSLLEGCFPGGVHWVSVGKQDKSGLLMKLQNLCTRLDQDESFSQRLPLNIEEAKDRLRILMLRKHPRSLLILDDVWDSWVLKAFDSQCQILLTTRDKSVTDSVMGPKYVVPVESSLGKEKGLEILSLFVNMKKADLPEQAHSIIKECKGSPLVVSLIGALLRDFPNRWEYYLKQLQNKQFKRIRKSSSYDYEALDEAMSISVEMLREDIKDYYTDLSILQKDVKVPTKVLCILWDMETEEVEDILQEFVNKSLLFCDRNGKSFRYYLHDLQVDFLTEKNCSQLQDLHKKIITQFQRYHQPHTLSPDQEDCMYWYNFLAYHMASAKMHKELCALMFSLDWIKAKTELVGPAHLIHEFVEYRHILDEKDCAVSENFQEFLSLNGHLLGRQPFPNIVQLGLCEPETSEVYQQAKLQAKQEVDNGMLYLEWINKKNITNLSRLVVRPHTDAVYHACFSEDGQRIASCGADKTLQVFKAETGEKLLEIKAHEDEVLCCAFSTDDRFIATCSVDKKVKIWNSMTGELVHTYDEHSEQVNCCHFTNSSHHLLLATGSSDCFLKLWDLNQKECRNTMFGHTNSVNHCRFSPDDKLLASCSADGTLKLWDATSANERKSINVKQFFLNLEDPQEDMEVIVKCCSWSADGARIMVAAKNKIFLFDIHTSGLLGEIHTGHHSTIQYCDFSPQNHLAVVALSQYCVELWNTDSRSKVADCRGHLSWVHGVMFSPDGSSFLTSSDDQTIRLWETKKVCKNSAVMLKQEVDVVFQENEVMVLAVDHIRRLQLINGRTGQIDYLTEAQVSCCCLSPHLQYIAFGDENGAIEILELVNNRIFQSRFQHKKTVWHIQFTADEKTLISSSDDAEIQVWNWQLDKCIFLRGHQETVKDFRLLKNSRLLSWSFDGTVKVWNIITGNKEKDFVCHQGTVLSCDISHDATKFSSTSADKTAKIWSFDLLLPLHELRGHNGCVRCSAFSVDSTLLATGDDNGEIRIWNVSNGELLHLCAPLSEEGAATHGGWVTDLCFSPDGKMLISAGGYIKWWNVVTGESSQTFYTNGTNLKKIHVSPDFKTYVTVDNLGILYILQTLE
#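 Material: reconstituted apoptosome with Apaf-1, cytochrome c, caspase-9, procaspase-3, dATP. Technique: Rh110 fluorescence intensity. Buffer or medium: pH 7.5 Hepes buffer with CHAPS, BSA, DTT. Times: 30 min plus 50 min, RT.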
# PfG6PD inh – PfG6PD (Plasmodium falciparum) enzyme inhibition; PfGluPho enzyme, NADPH resazurin-diaphorase fluorescence; inhibition, % at 20 µM; 350,000 tested, 0.78% active;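 active = inhibition reaching at least a set limit at 20 µM in the primary screen, cut at about 59% in these data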;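 note: 0% = DMSO wells with substrate and 100% = DMSO wells lacking glucose-6-phosphate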
# SENP1 inh – inhibitors of human SENP1 SUMO protease catalytic domain | AID 624204 | inhibition, % at 10 µM | recombinant SENP1 catalytic domain, CyPet-SUMO1-YPet FRET cleavage | 360,000 tested, 0.21% active | Q9P0U3;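 active = inhibition at least 30% at 10 µM, raw YFP signal under a set limit, fluorescence ratio 0.5 to 1.5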;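 note: 0% = enzyme with DMSO and 100% = no enzyme wells; some results filed as inactive read as strong as hits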
#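 System: Recombinant human SENP1 catalytic domain, His6-tagged | Incubation: Enzyme reaction for 50 min at room temperature, dark | Medium: Tris pH 8 with BME, BSA, NP40 and catalase | Also added: 25 nM SUMO1 FRET substrate | Compound: 10 µM single point, 0.5% DMSO | Measured by: FRET fluorescence in CFP and YFP emission channels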
# SENP6 inh – inhibitors of human SENP6 protease; 330,000 tested, 1.8% active; Recombinant SENP6 catalytic domain, aminoluciferin luminescence; Q9GZR1; inhibition, % at 10 µM;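 active = inhibition above about 50% at the single tested dose, limit read from the data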;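 note: plate controls were DMSO wells with enzyme for no effect and DMSO wells lacking enzyme for full effect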
# SENP8 block-1 – inhibitors of human SENP8 protease | Q96LD8 | purified SENP8, Z-RLRGG-aminoluciferin cleavage, luminescence | inhibition, % at 10 µM | 330,000 tested, 1.2% active | AID 2540; in the data active = inhibition above about 50%
# SENP8 block-2 – blocks human SENP8 cleavage of Nedd8 substrate; Q96LD8; recombinant SENP8, Nedd8 substrate fluorescence; inhibition, % at 20 µM; 360,000 tested, 0.64% active; AID 602440; in the data active = inhibition mostly above about 40%, no sharp cut-off; inactive = mostly below about 27%
# HKDC1 inh – inhibitors of human hexokinase HKDC1; recombinant HKDC1, G6PDH/diaphorase resazurin coupled fluorescence; inhibition, % at 20 µM; 340,000 tested, 0.16% active; AID 493160;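 active = inhibition above about 35% when tested at 20 µM, limit read from the data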;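 note: plate controls were DMSO wells with enzyme for no effect and DMSO wells lacking enzyme for full effect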
#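 Incubation: 90 min at room temperature in dark / Material: recombinant HKDC1 (HK5) hexokinase enzyme, produced in-house / Quantity: enzyme 5 µg/mL final / Compound: one dose of 20 µM, 1% DMSO / Reagent: glucose and ATP substrates / Buffer or medium: Tris pH 8.0 buffer with MgCl2, Tween-20, BSA, BME / Technique: resorufin fluorescence at 613 nm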
# NALP3 yeast inh – blocks the NALP3 inflammasome reconstituted in yeast; 330,000 tested, 0.39% active; Yeast reconstituted NLRP3/ASC/caspase-1, beta-gal luminescence, 24 h; inhibition, % at 10 µM;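 active = inhibition of 50% or more; inactive = inhibition below 50%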;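 note: plate controls were induced DMSO wells for no effect and uninduced yeast grown without galactose for full effect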
# * marks the source's active call; other numbers are inactive results; i = inactive; . = no result given.
SMILES,SENP7 block,Apaf1 inhib,PfG6PD inh,SENP1 inh,SENP6 inh,SENP8 block-1,SENP8 block-2,HKDC1 inh,NALP3 yeast inh
CN1OC[C@@H]2CN(C(=O)C(C)(C)C)[C@H](c3cccc(-c4ccccc4)c3)C[C@@H]21,.,.,6,0,.,.,2,-2,.
O=C(NCC1(N2CCOCC2)CCCCC1)c1ccc(S(=O)(=O)Nc2ccccc2F)cc1,-5,4,-4,2,-6,-2,8,-4,13
COc1ccc(S(=O)(=O)N(C)CC(=O)NCCCN2CCOCC2)cc1C,.,.,-3,1,.,.,10,-5,.
O=C(COC(=O)c1cn(-c2ccccc2)nc1-c1cccnc1)NC1CC1,4,3,7,4,-12,-1,0,-7,11
COc1ccccc1N1CCN(CC(=O)Nc2ccc3c(c2)OCCO3)CC1,-10,7,-20,3,0,-8,1,-4,-3
O=C(/C=C/c1ccco1)Nc1cc(Cl)ccc1C(=O)O,7,4,47,-1,73*,56*,-44,0,-7
Cc1cc(C)c(NC(=O)CN(C)C(=O)c2ccc(OCc3ccccc3)cc2)c(C)c1,-5,5,3,3,15,20,7,-2,23
CCc1cc2c(COC(=O)c3cc(S(=O)(=O)N4CCOCC4)ccc3F)cc(=O)oc2cc1O,-5,26,-1,-102,-19,-14,i,3,18
Cc1cc(C)c(C)c(S(=O)(=O)N[C@@H](C)C(=O)OC(C)C(=O)NC(N)=O)c1C (stereo not given in full),9,-3,1,-1,-5,3,13,1,1
COc1ccc(C)cc1NC(=O)CN1C(=O)c2ccccc2S1(=O)=O,-5,-9,5,1,-8,5,6,2,1
COc1ccc(Cc2nnc(NC(=O)CSc3ccccc3)s2)cc1,1,-5,-16,-1,-16,-8,4,-2,6
CCOc1ccc(N)cc1OC,4,22,26,-35,29,9,-19,11,19
COc1ccccc1/C=C/C(=O)OCC(=O)c1c[nH]c2ccccc12,6,2,13,-1,-1,-5,-142,-3,22
CC(=O)Nc1cccc(OCC(=O)NC(C)C(C)C)c1 (stereo not given),0,1,-6,1,-9,4,6,-3,5
Cc1ccccc1NC(=O)Cn1c(=O)oc2ccccc21,11,-2,-24,1,-2,-9,12,-5,11
CC1CN(c2cc(=O)n(Cc3ccc(F)cc3)c(=O)[nH]2)CC(C)O1 (stereo not given),0,-2,-6,0,0,7,11,-5,21
O=C(C1CCCN1S(=O)(=O)c1ccc(Cl)cc1)N1CCN(c2ccccc2)CC1 (stereo not given),-7,5,-8,2,2,6,19,-1,6
COC(=O)c1ccc2nc(C)cc(Nc3ccc(N(C)C)cc3)c2c1,-12,13,16,3,-7,-7,12,1,8
COc1cccc(CNC(=O)CCC2CCCN(C(=O)CCc3c(C)noc3C)C2)c1 (stereo not given),9,-2,-19,3,32,9,13,0,7
CCOC(=O)c1sc(NS(=O)(=O)c2ccccc2)nc1C,-7,-3,-12,1,-15,-12,-8,-5,5
O=C(O)c1ccc(/C=N/n2c(C3CCCCC3)n[nH]c2=S)cc1,-7,2,12,3,-1,-1,18,-4,3
C=C(C)CNC(=S)NNC(=O)c1ccc(Br)cc1,-5,4,2,2,-10,-9,3,-5,0
CSc1nnnn1-c1c(C)cccc1C,7,-9,3,2,-12,-7,29,-6,-20
CC(NC(=O)C1CCN(C(=O)c2ccc(F)cc2)CC1)c1ccc(S(N)(=O)=O)cc1 (stereo not given),1,-3,1,2,7,0,10,7,14
Cc1cc(C(=O)OCC(=O)NCc2ccc(F)cc2)c2ccccc2n1,0,-7,8,4,3,0,-10,-3,21
Clc1ccc(Oc2cnns2)cc1Cl,4,3,-7,0,2,-4,33,1,-14
CCc1nnc(NS(=O)(=O)c2ccc(NS(=O)(=O)c3ccccc3[N+](=O)[O-])cc2)s1,-8,26,-19,0,-21,-11,25,-2,7
Cc1cc(NC(=O)Cn2c(=O)c3c(ncn3CC(C)C)n(Cc3ccccc3)c2=O)no1,-14,6,-11,2,-10,-10,21,0,7
O=C(NCc1ccccc1Cl)C1CCCN(S(=O)(=O)c2cccc3nsnc23)C1 (stereo not given),-10,-11,-6,4,-35,-2,-1,-5,22
CCCc1nnc(SCC(=O)NC2CC2)n1CC,-5,-2,-15,2,2,-5,17,-6,14
Cc1cc(NC(=O)CSc2nc(-c3cccs3)cc(C(F)(F)F)n2)no1,-7,-1,-7,2,-20,-2,-33,-6,2
CN1CCN(NC(=O)c2ccc(S(=O)(=O)N3CCCCCC3)cc2)CC1,2,0,5,2,-4,0,15,-3,1
Cc1ccc(S(=O)(=O)NN)c(C)c1N1CCCC1=O,-5,-3,13,3,8,-6,17,-9,1
CCOC(=O)C1(C)/C(=N/Nc2ccc(S(N)(=O)=O)cc2)C(=O)C(=O)N1c1ccccc1 (stereo not given),6,10,-3,2,3,0,-3,-4,17
CN(C)S(=O)(=O)c1ccc(Cl)c(NC(=O)COC(=O)CNS(=O)(=O)c2c(F)cccc2F)c1,.,.,0,-1,.,.,12,-5,.
NC(=O)c1ccc[n+](CC(=O)Nc2ccccc2C(=O)O)c1,-4,4,-6,1,7,5,17,-4,18
O=C(Cn1cnc2c(NCc3ccccc3)ncnc21)NCc1nc2ccccc2[nH]1,-15,-7,-4,2,.,.,2,10,.
Cc1nccc(-c2ccc(-n3cnc4ccccc43)cc2)n1,-9,3,8,-1,14,-14,-18,-2,26
O=C(Oc1cccc(/C=N/Nc2nc(Nc3ccccc3)nc(N3CCOCC3)n2)c1)c1ccco1,-1,-4,9,3,-8,-1,-1,-1,24
CCO[C@@H]1OC(C(=O)N2CCCCCCC2)=C[C@H](c2csc3ccccc23)[C@H]1CCCO,2,21,24,1,3,4,17,-2,9

# Among those listed so far, 6 have two or more sulfur atoms.
SMILES,SENP7 block,Apaf1 inhib,PfG6PD inh,SENP1 inh,SENP6 inh,SENP8 block-1,SENP8 block-2,HKDC1 inh,NALP3 yeast inh
COc1ccc(Cc2nnc(NC(=O)CSc3ccccc3)s2)cc1,1,-5,-16,-1,-16,-8,4,-2,6
CCOC(=O)c1sc(NS(=O)(=O)c2ccccc2)nc1C,-7,-3,-12,1,-15,-12,-8,-5,5
CCc1nnc(NS(=O)(=O)c2ccc(NS(=O)(=O)c3ccccc3[N+](=O)[O-])cc2)s1,-8,26,-19,0,-21,-11,25,-2,7
O=C(NCc1ccccc1Cl)C1CCCN(S(=O)(=O)c2cccc3nsnc23)C1 (stereo not given),-10,-11,-6,4,-35,-2,-1,-5,22
Cc1cc(NC(=O)CSc2nc(-c3cccs3)cc(C(F)(F)F)n2)no1,-7,-1,-7,2,-20,-2,-33,-6,2
CN(C)S(=O)(=O)c1ccc(Cl)c(NC(=O)COC(=O)CNS(=O)(=O)c2c(F)cccc2F)c1,.,.,0,-1,.,.,12,-5,.

# New compounds follow
SMILES,SENP7 block,Apaf1 inhib,PfG6PD inh,SENP1 inh,SENP6 inh,SENP8 block-1,SENP8 block-2,HKDC1 inh,NALP3 yeast inh
CCC(Sc1nc(=O)cc(N)n1-c1cccc(C)c1)C(=O)Nc1cc(C)on1 (stereo not given),-8,4,-1,1,-2,-6,8,-7,9
COc1ccc(C(C)(C)C)cc1NC(=O)c1ccc2c(c1)SC1=NS(=O)(=O)CCN12,-1,23,-4,1,8,-3,3,-2,10
O=C(O)c1cccc(NC(CNS(=O)(=O)c2ccc(Cl)cc2)c2ccccc2)c1 (stereo not given),10,22,0,-1,5,-3,-65,-4,14
CCOC(=O)N1CCN(C(=O)CSCc2ccccc2C)CC1,2,-8,-7,-1,10,0,14,-2,5
COc1ccc(OC)c(NC(=O)c2ccc(CSc3ncccn3)cc2)c1,27,4,9,0,20,0,-2,-5,23
O=C(COc1ccc(Cl)cc1)OCC(=O)N1CCOCC1,7,-5,4,9,-6,-6,19,2,-6
CCOC(=O)N1CCN(Cc2nc3cc(NC(=O)CC)ccc3n2CC)CC1,-1,7,2,-1,-1,-8,10,-2,5
NS(=O)(=O)c1ccc(CNC(=O)Cc2c(F)cccc2Cl)cc1,0,-7,6,2,-13,-8,14,-9,17
CC1(C)Cc2c(sc(NC(=O)c3ccc(C(=O)c4ccccc4)cc3)c2C(N)=O)C(C)(C)N1,-3,23,10,9,20,13,-4,-2,27
O=C(N/N=C/c1ccncc1)c1sc2ccccc2c1Cl,12,10,0,3,-44,-3,14,12,35
Cc1ccc(C)c(C(C)NC(=O)c2ccccc2Br)c1 (stereo not given),9,1,-22,-1,5,1,9,12,39
COc1cc(OC)nc(NC(=O)NS(=O)(=O)c2ccc(F)cc2)n1,-11,0,-10,-1,-13,-2,15,-10,8
O=C(NC(=S)Nc1cc(S(=O)(=O)N2CCOCC2)ccc1O)c1ccco1,12,-4,34,-1,5,5,24,-8,-2
CCN1C(=O)N[C@@H](c2ccco2)C(C(C)=O)=C1C,-15,2,-5,3,-11,-7,5,-6,12
CC(=O)Nc1ccc(NC(=O)C(C)OC(=O)c2c(C)nn(-c3ccccc3)c2Cl)cc1 (stereo not given),5,-6,10,-1,-6,-3,12,-5,14
COc1ccc(C(=O)/C=C/Nc2ccc(S(N)(=O)=O)cc2)cc1OC,5,-11,4,-124,-22,-9,-441,-11,10
O=C1C(Cl)=C(N2CCOCC2)C(=O)N1c1cccc(Cl)c1,1,-14,-14,3,-12,-9,27,-3,8
CCOC(=O)c1ccc2nc(C)c(CC)c(Cl)c2c1,-3,1,12,-1,-2,-9,22,-9,22
Cc1coc2c1c(C)cc1oc(=O)c(CC(=O)N[C@@H](CC(C)C)C(=O)O)c(C)c12,-3,5,-12,1,-15,5,-311,12,10
Cc1cccn2c(/C=N/OCc3cccc(F)c3)c(-c3ccc(Cl)cc3)nc12,6,11,14,1,-17,-11,-372,0,8
COc1ccc(NC(=O)c2cc(-c3cccnc3)nc3ccc(C)cc23)cc1OC,.,.,10,1,.,.,12,3,.
S=c1[nH]nc(-c2ccc(Cl)cc2)n1-c1ccc2c(c1)OCCO2,2,1,30,-3,0,1,-191,18,26
COC(=O)CSc1nnc(-c2ccc(OC)c(OC)c2)o1,9,6,-14,1,-14,-13,3,8,15
CC1CCC(NC(=O)c2ccc3c(c2)OCO3)CC1 (stereo not given),20,10,13,3,15,3,8,-2,19
COc1cc(OC)cc(-n2nnnc2SCC(=O)NC2CCCC2)c1,0,3,-18,5,-10,2,28,-5,11
COCCNC(=O)c1cn(C)c2ccccc2c1=O,-2,-2,2,1,2,-4,18,-6,3
Cc1nn(CCCC(=O)Nc2cccnc2Cl)c(C)c1[N+](=O)[O-],-3,-4,7,-7,-4,-1,4,1,-9
Cc1nc2sccn2c(=O)c1CCN1CCC(=C(c2ccccc2)c2ccc(F)cc2)CC1,6,42*,.,.,11,1,.,.,43
COc1cc(OC)c(C2C(C#N)=C(C)NC(C)=C2C#N)c(C(=O)O)c1,3,-9,-27,0,1,-3,-394,-1,11
CCC1CCCCN1C(=O)c1cc2c(=O)n3cccc(C)c3nc2s1 (stereo not given),-5,16,7,-29,49,31,-311,14,25
